Screening results deposited in PubChem by National Center for Advancing Translational Sciences (NCATS).
LDHA block = blocks human lactate dehydrogenase A; activity change, % (values are at about 110 or 230 µM); 480,000 tested, 0.15% active; P00338; purified LDHA, NADH/diaphorase-resazurin fluorescence; hits give low values; in the data active = activity change below about -30%;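 also: plate controls were DMSO wells for no effect and wells without enzyme for full effect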
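LDH5 2 nM; NADH 0.06 mM, pyruvate 0.2 mM; 200 mM Tris pH 7.4, EDTA, Tween-20; 5 min RT. Detection: diaphorase 0.133 mg/mL + resazurin 37 µM, fluorescence ex540/em590 at 0 and 20 min; normalized to enzyme-free and DMSO wells.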
USP1-UAF1 inh = inhibitors of human USP1/UAF1 deubiquitinase. AID 743255. Potency, µM (doses to about 57.1 µM), for the others: at the highest dose activity change, negative = inhibition, most hits filed as inhibitors. 390,000 tested, 0.23% active. recombinant USP1/UAF1, Ub-Rhodamine cleavage fluorescence. O94782; also: potency is read from the fitted curve at half-maximal effect; % is scaled to controls: 0 for no effect and ±100 for the full control effect; nearly all actives have a fitted effect of over 60% in size; inactives centre near -12
Target sequence (O94782 whole entry, looked up): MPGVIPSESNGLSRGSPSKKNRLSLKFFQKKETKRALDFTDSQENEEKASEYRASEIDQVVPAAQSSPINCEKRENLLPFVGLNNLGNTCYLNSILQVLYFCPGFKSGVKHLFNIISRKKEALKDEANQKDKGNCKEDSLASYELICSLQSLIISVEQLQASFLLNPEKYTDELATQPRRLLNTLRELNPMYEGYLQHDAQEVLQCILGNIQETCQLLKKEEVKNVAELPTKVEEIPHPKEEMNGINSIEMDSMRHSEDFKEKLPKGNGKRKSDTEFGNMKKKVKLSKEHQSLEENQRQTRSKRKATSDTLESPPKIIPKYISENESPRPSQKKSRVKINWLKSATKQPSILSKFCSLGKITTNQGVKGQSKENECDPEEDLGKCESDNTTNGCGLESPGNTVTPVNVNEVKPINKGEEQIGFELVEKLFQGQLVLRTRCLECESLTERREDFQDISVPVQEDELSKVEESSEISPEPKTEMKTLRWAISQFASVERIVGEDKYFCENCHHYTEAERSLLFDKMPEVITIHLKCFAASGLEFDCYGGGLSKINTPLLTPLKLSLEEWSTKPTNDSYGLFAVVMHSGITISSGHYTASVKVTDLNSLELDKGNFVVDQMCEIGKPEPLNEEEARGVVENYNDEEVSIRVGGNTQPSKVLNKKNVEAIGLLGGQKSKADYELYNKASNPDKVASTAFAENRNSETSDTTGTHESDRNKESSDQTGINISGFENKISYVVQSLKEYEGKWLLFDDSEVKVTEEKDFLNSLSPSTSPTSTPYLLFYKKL
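USP1/UAF1 complex at 1 nM was preincubated with compound for 15 min at room temperature, then Ub-Rho substrate (150nM final) was added. Fluorescence (480/540 nm) was read kinetically, 6 reads every 60 seconds.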
Vif-A3G inh = Vif-A3G binding inhibition; HeLa A3G-eYFP + Vif (tagged APOBEC3G with the HIV-1 protein that degrades it), YFP fluorescence, overnight; AID 602310; Q9HC16; 410,000 tested, 0.076% active; Potency, µM (highest dose often 46.1 µM), for inactives: top-dose activity, negative = active, hits mostly inhibitors;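 also: potency is read from the fitted curve at half-maximal effect; % is scaled to controls: 0 for no effect and ±100 for the full control effect; nearly all actives have a fitted effect of over 60% in size; hits raise eYFP signal because A3G escapes Vif-driven loss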
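Read-out is eYFP fluorescence (Ex 488/Em 500-530) from Vif-expressing HeLa A3G-eYFP cells; more signal means A3G escaped Vif-mediated degradation. Cells plated overnight, compound pinned in, incubated overnight at 37 deg C.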
mIDH1 inhibitor = blocks human mutant IDH1 R132H enzyme; Potency, µM (highest dose often 76.6 µM), for the others: top-dose activity change, negative = inhibition, most hits filed as inhibitors; 390,000 tested, 0.093% active; O75874; IDH1-R132H enzyme, NADPH consumption, diaphorase/resazurin fluorescence; also: potency is read from the fitted curve at half-maximal effect; % is scaled to controls: 0 for no effect and ±100 for the full control effect; nearly all actives have a fitted effect of over 65% in size
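IDH1-R132H (0.5 ug/mL) preincubated 30 min with compound, then NADPH (0.016 mM) and alpha-KG (2 mM) added; 80 min at RT, pH 7.5. Remaining NADPH coupled via diaphorase/resazurin to fluorescence (540/590 nm); concentration-response curves normalized to no-enzyme control.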
RXFP1 ag = RXFP1 (human) receptor agonism. Q9HBX9. HEK293T-RXFP1 cAMP TR-FRET, 30 min; response scale: percent of porcine relaxin response, buffer zero. Potency, µM (doses to about 57.5 µM), for the others: top-dose activation, most hits filed as activators. 370,000 tested, 0.3% active. AID 2676; also: potency is read from the fitted curve at half-maximal effect; % is scaled to controls: 0 for no effect and ±100 for the full control effect; nearly all actives have a fitted effect of over 60% in size; many of its hits are not listed in these tables
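HEK293T cells stably expressing RXFP1 were pretreated with the PDE4 inhibitor Ro 20174, exposed to compounds for 30 min at 37C, lysed, and cAMP was read by TR-FRET. Data normalized to buffer (basal) and 29 nM porcine relaxin (100%).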
Glioma ERSR ind = ER stress response induction in glioma; U87-MG GRP78 promoter luciferase reporter, 16 h; Potency, µM, without a hit: at the top dose activation, hits mostly activators; 420,000 tested, 0.02% active; also: potency is read from the fitted curve at half-maximal effect; series mostly up to about 76 µM; % of control where 0% means no effect; nearly all actives have a fitted effect of over 35% in size
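ERSR induction read as luciferase luminescence (Bright-Glo, 10 min at room temperature) in stably transfected human U87-MG glioma cells exposed to compounds for 16 h, using GRP78 as sensor.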
TrxR1 substrate = is turned over as a substrate by rat TrxR1; Potency, µM (series often up to 114 µM), inactives show at the highest dose activity change, negative = substrate turnover; O89049; purified TrxR1 substrate turnover, NADPH consumption readout; 390,000 tested, 0.01% active; also: potency is read from the fitted curve at half-maximal effect; % is scaled to controls: 0 for no effect and ±100 for the full control effect; nearly all actives have a fitted effect of over 50% in size
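Rat TrxR1, dispensed at 90 nM, was prereduced with 400 uM NADPH (final) for 5 min at ~22 deg C, then incubated with compound 15 min before 400 uM selenite. A first-read NADPH fluorescence drop versus no-compound background flagged substrates.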
PI4K2A inh = inhibitors of human PI4K2A; purified PI4K2A, ADP-Glo luminescence, 1 h; hits give low values; AID 1346378; Q9BTU6; activity change, negative = inhibition, % at 76.9 µM; 420,000 tested, 0.13% active; in the data active = activity change below about -50%;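 also: -100% = wells without enzyme as full effect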
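Compounds are screened against recombinant PI4K2A using PI as substrate and ATP, the latter dispensed at 300 microM. Reactions run one hour at ambient temperature before ADP-Glo detection; full inhibition defined by wells lacking enzyme.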
Vif-APOBEC3F blk = Vif-A3F binding inhibition | HeLa A3F-eYFP + Vif (tagged APOBEC3F with the HIV-1 protein that degrades it), YFP fluorescence increase | Potency, µM (doses to about 46.1 µM), for inactives: at the highest dose activity, negative = active | 390,000 tested, 0.2% active; also: potency is read from the fitted curve at half-maximal effect; % of control where 0% means no effect; nearly all actives have a fitted effect of over 65% in size
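Fluorescence increase (Ex 488/Em 500-530) after overnight compound treatment at 37 deg C flags inhibition of Vif-driven A3F-eYFP loss in stable HeLa A3F-eYFP/Vif cells seeded overnight beforehand.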
* = called active by the depositor; [ ] = another dose, or the depositor's remark. Unless noted, calls follow the shape of the dose curve; as a rule, active = well fitted curve in the direction sought with a large enough effect; inconclusive = small, poorly fitted or top-dose-only effect, or another doubt; inactive = no such curve, though single readings can be large; an effect the other way counts as inactive or inconclusive. An excerpt; count on the stated rates, not on these rows.

Results for NS(=O)(=O)c1ccc(N2CCOCC2)c(C(=O)NCCCSc2ccccc2)c1 ?
LDHA block: -6; USP1-UAF1 inh: -28%; Vif-A3G inh: 0%; mIDH1 inhibitor: -6%; RXFP1 ag: 0.3%; Glioma ERSR ind: 0%; TrxR1 substrate: 1%; PI4K2A inh: 4; Vif-APOBEC3F blk: -7%

What do the screens show for `Cc1cc(C)c(NC(=O)CNC(=O)COC(=O)/C=C/c2cccs2)c(C)c1`?
LDHA block: -6; USP1-UAF1 inh: -7%; Vif-A3G inh: -3%; mIDH1 inhibitor: 6%; RXFP1 ag: 2.0%; Glioma ERSR ind: -1%; TrxR1 substrate: -2%; PI4K2A inh: 4; Vif-APOBEC3F blk: 1%

What do the screens show for `O=C(c1ccc(Br)cc1)N1CCN(c2ncccn2)CC1`?
LDHA block: 0; USP1-UAF1 inh: -24%; Vif-A3G inh: 0%; mIDH1 inhibitor: -6%; Glioma ERSR ind: -3%; TrxR1 substrate: 10%; PI4K2A inh: 3; Vif-APOBEC3F blk: 1%

How did C/C(CC(=O)Nc1ccc2c(c1)OCCO2)=N\NC(=O)COc1ccccc1C do in these assays?
LDHA block: -2; USP1-UAF1 inh: -10%; Vif-A3G inh: -5%; mIDH1 inhibitor: -12%; RXFP1 ag: 2.2%; Glioma ERSR ind: -1%; TrxR1 substrate: -2%; PI4K2A inh: -13; Vif-APOBEC3F blk: 6%

How did O=C(NCc1ccc2c(c1)OCO2)c1ccc(C2SCC(=O)N2Cc2ccco2)cc1 (configuration not stated) do in these assays?
LDHA block: 3; USP1-UAF1 inh: -14%; Vif-A3G inh: -12%; mIDH1 inhibitor: 9%; RXFP1 ag: 0.4%; Glioma ERSR ind: -2%; TrxR1 substrate: 0%; PI4K2A inh: -27; Vif-APOBEC3F blk: -1%

How did COCCNC(=O)c1c(-c2ccccc2)c(-c2ccccc2)nn(C)c1=O do in these assays?
LDHA block: 3; USP1-UAF1 inh: 7%; Vif-A3G inh: -2%; mIDH1 inhibitor: 16%; RXFP1 ag: -2.5%; Glioma ERSR ind: -4%; TrxR1 substrate: 4%; PI4K2A inh: -4; Vif-APOBEC3F blk: -3%

How did CC(C)C(OC(=O)CN1C(=O)c2ccccc2C1=O)C(=O)NC1CCCC1 (configuration not stated) do in these assays?
LDHA block: -9; USP1-UAF1 inh: -19%; Vif-A3G inh: 1%; mIDH1 inhibitor: 14%; RXFP1 ag: -0.5%; Glioma ERSR ind: 5%; TrxR1 substrate: 13%[0.0914 µM]; PI4K2A inh: 0; Vif-APOBEC3F blk: -7%

Results for CC(C)c1nn2c(=O)cc(COC(=O)c3ccccc3Cl)nc2s1 ?
LDHA block: -3; USP1-UAF1 inh: -20%; Vif-A3G inh: -9%; mIDH1 inhibitor: 1%; RXFP1 ag: 1.4%; Glioma ERSR ind: -3%; TrxR1 substrate: 3%[57.1 µM]; PI4K2A inh: -1; Vif-APOBEC3F blk: 5%

What do the screens show for `CCC(=O)N1CCc2cc(Br)cc(S(=O)(=O)NCc3ccco3)c21`?
LDHA block: -8; USP1-UAF1 inh: -1%; Vif-A3G inh: 2%; mIDH1 inhibitor: 3%; RXFP1 ag: -0.9%; Glioma ERSR ind: -4%; TrxR1 substrate: 12%[57.1 µM]; PI4K2A inh: 1; Vif-APOBEC3F blk: -8%

What do the screens show for `COc1cc(OC)cc(-c2nc3ccccc3c(=O)o2)c1`?
LDHA block: -4; USP1-UAF1 inh: -14%; Vif-A3G inh: -2%; mIDH1 inhibitor: 5%; RXFP1 ag: -2.2%; Glioma ERSR ind: 4%; TrxR1 substrate: 9%; PI4K2A inh: -6; Vif-APOBEC3F blk: -4%

How did CC(NC(=O)CCCCCNC(=O)N1CCn2c1nc1ccccc12)c1ccccc1 (configuration not stated) do in these assays?
LDHA block: 2; USP1-UAF1 inh: 0%; Vif-A3G inh: -6%; mIDH1 inhibitor: 0%; RXFP1 ag: 0.2%; Glioma ERSR ind: 0%; TrxR1 substrate: -3%[57.1 µM]; PI4K2A inh: 1; Vif-APOBEC3F blk: -5%

Results for O=c1c(-c2ccc(Br)cc2)coc2c(CN3CCOCC3)c(O)ccc12 ?
LDHA block: -3; USP1-UAF1 inh: -10%; Vif-A3G inh: -1%; mIDH1 inhibitor: -1%; RXFP1 ag: 2.0%; Glioma ERSR ind: -2%; TrxR1 substrate: 56%[activator]; PI4K2A inh: -8

How did COc1ccc(-n2nnnc2-c2cn(C)nc2C(F)(F)F)cc1 do in these assays?
LDHA block: 0; USP1-UAF1 inh: -9%; Vif-A3G inh: -3%; mIDH1 inhibitor: 0%; RXFP1 ag: 0.2%; Glioma ERSR ind: -9%; TrxR1 substrate: -14%[57.1 µM]; PI4K2A inh: -3; Vif-APOBEC3F blk: -5%

What do the screens show for `CC/C=C(/NC(C)=O)c1ccccc1`?
LDHA block: -2; USP1-UAF1 inh: -21%; Vif-A3G inh: 3%; mIDH1 inhibitor: 15%; RXFP1 ag: 1.4%; Glioma ERSR ind: -3%; TrxR1 substrate: -1%; PI4K2A inh: -4; Vif-APOBEC3F blk: 0%

How did COc1ccc(CNS(=O)(=O)c2ccc(C(=O)N(C)C)s2)cc1 do in these assays?
LDHA block: -7; USP1-UAF1 inh: -12%; Vif-A3G inh: 3%; mIDH1 inhibitor: 14%; RXFP1 ag: 1.4%; Glioma ERSR ind: 0%; TrxR1 substrate: -6%[57.1 µM]; PI4K2A inh: 6; Vif-APOBEC3F blk: 7%

Results for CCN(CC)C1CCN(C(=O)c2ccc(OC3CCN(Cc4ccccn4)CC3)cc2)C1 (configuration not stated) ?
LDHA block: 0; USP1-UAF1 inh: -7%; Vif-A3G inh: -7%; mIDH1 inhibitor: -11%; RXFP1 ag: 0.3%; Glioma ERSR ind: 3%; TrxR1 substrate: -8%; PI4K2A inh: 1; Vif-APOBEC3F blk: -12%

How did CS(=O)(=O)N(CC(=O)N1CCN(Cc2ccc3c(c2)OCO3)CC1)C1CCCCC1 do in these assays?
LDHA block: -3; USP1-UAF1 inh: -22%; Vif-A3G inh: 0%; mIDH1 inhibitor: 10%; RXFP1 ag: 0.0%; Glioma ERSR ind: -3%; TrxR1 substrate: 6%[57.1 µM]; PI4K2A inh: -27; Vif-APOBEC3F blk: 4%

Results for OCc1ccccc1CN1CCCCCC1 ?
LDHA block: -8; USP1-UAF1 inh: -11%; Vif-A3G inh: -7%; mIDH1 inhibitor: -9%; Glioma ERSR ind: -3%; TrxR1 substrate: 14%[57.1 µM]; PI4K2A inh: 2; Vif-APOBEC3F blk: 17%

What do the screens show for `CC1(C(=O)NC2CCCCCC2)CCN1C(=O)Cc1ccc(-c2ccccc2)cc1` (configuration not stated)?
LDHA block: -5; Vif-A3G inh: 3%; Glioma ERSR ind: -4%; PI4K2A inh: -1

How did CC1=C(C(=O)OC(C)(C)C)C(c2ccc3ccccc3c2)NC(=O)N1C (configuration not stated) do in these assays?
LDHA block: 2; USP1-UAF1 inh: -28%; Vif-A3G inh: -11%; mIDH1 inhibitor: -9%; RXFP1 ag: 0.0%; Glioma ERSR ind: -3%; TrxR1 substrate: -3%; PI4K2A inh: 3; Vif-APOBEC3F blk: 9%

Results for C[C@@H](Nc1nc(Cl)nc2nc[nH]c12)c1ccccc1 ?
LDHA block: -4; Vif-A3G inh: -1%; Glioma ERSR ind: -6%; TrxR1 substrate: -5%

How did O=C(CNC(=O)c1ccc(Cl)cc1Cl)OCc1nc2ccccc2s1 do in these assays?
LDHA block: 0; USP1-UAF1 inh: -18%; Vif-A3G inh: 1%; mIDH1 inhibitor: 11%; RXFP1 ag: 0.7%; Glioma ERSR ind: 1%; TrxR1 substrate: -11%; PI4K2A inh: 1; Vif-APOBEC3F blk: -17%

Results for N#Cc1cccc(NC(=O)CCC2CCCC2)c1 ?
LDHA block: 3; USP1-UAF1 inh: -17%; Vif-A3G inh: 2%; mIDH1 inhibitor: 4%; RXFP1 ag: 1.2%; Glioma ERSR ind: 1%; TrxR1 substrate: -1%; PI4K2A inh: 2; Vif-APOBEC3F blk: 5%

What do the screens show for `CCCC(C)(C)C(=O)N1CCC1(C)C(=O)NS(=O)(=O)c1cccc(Cl)c1` (configuration not stated)?
LDHA block: -5; Vif-A3G inh: 0%; Glioma ERSR ind: -5%; PI4K2A inh: -3

Results for OCC[C@H]1C[C@H](O)[C@@H](O)[C@@]2(CCc3ccccc3CO2)O1 ?
LDHA block: -5; USP1-UAF1 inh: -17%; Vif-A3G inh: -1%; mIDH1 inhibitor: -13%; RXFP1 ag: 0.2%; Glioma ERSR ind: 1%; TrxR1 substrate: 5%[57.1 µM]; PI4K2A inh: -2; Vif-APOBEC3F blk: -4%
